Screens from PubChem.
NFkB transloc inh – blocks IL-1B driven NFkB nuclear translocation in HUVEC cells; HUVEC IL-1B NFkB p65 nuclear translocation imaging; inhibition, % at 2 µM; 94,000 tested, 0.43% active;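 active means inhibition above about 30% together with a positive call from visual inspection of the well image, limit read from the data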;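 further: nuclear over cytoplasmic p65 intensity ratio measured by imaging; 0% = IL-1B stimulated DMSO wells and 100% = unstimulated DMSO wells; values of inactives mirror those of a sister screen read the other way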
Bcl-B TR3 displacers – displacers of TR3 peptide from Bcl-B, primary screen, selectivity assay for Bfl-1 inhibitor project, biochemical, fluorescence polarization | FP displacement of FITC-TR3 peptide from Bcl-B; higher % means a stronger effect | displacement, % at 20 µM, or IC50 in µM where a hit was titrated | 96,000 tested, 0.11% active;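 active means displacement above 50% at 20 µM plus a fluorescence interference ratio under 1.5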;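 further: plate controls were wells without compound for no effect and wells lacking Bcl-B protein for full effect; a part of the inactive calls stands beside numbers as strong as those of hits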
MRP reversal – compounds reversing MRP-mediated drug resistance; AID 602; differential viability (reversal), % at 10 µM; 85,000 tested, 0.04% active; H69AR cells + 2 uM doxorubicin, CellTiter-Glo, 72 h;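 active means viability drop by adding the cancer drug above about 55%, with treated viability meeting a 40% cutoff, limit read from the data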;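 further: viability without doxorubicin minus viability with 2 µM doxorubicin for each compound; larger differential means the compound sensitizes cells more to doxorubicin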
IL1B NFkB pot – enhances IL-1B driven NFkB nuclear translocation | HUVEC IL-1B NFkB p65 nuclear translocation imaging | activation, % at 2 µM | 94,000 tested, 0.3% active | AID 819;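 active means activation above 40%, about the mean plus 3 SD, also judged a hit on visual image review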;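 further: percent activation is computed from the nuclear over cytoplasmic p65 intensity ratio; values of inactives mirror those of a sister screen read the other way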
PLAP inhibition – inhibition of human placental alkaline phosphatase – biochemical, luminescence, HTS (AID 690); purified PLAP, luminescent substrate; higher % means a stronger effect; one-dose inhibition, % at 20 µM; IC50 in µM for titrated hits; 96,000 tested, 0.08% active; in the data active means a potency from the dose series; inactive means the rest, 99 in 100 with inhibition below about 30%; further: strong numbers were not always called active
MRP reversal cytotoxicity – also measured in MRP reversal; calls as there; viability, %; H69AR cells, CellTiter-Glo, 72 h; measured here: cytotoxicity without doxorubicin
MRP reversal with doxorubicin – recorded beside MRP reversal, whose call it bears; viability, %; measured here: viability with 2 uM doxorubicin; hits give low values
NFkB transloc inh cell count 2 µM – also measured in NFkB transloc inh; calls as there; cell count; measured here: cells passing quality filter;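 raw number of nuclei counted in each imaged well without normalization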
IL1B NFkB pot cell count 2 µM – also measured in IL1B NFkB pot; calls as there; cell count; measured here: cells passing quality filter
Starred values were filed as active, the others as inactive; / = no result given.

SMILES	NFkB transloc inh	NFkB transloc inh cell count 2 µM	Bcl-B TR3 displacers	MRP reversal	MRP reversal cytotoxicity	MRP reversal with doxorubicin	IL1B NFkB pot	IL1B NFkB pot cell count 2 µM	PLAP inhibition
COC(=O)Cc1cc(=O)n2[nH]c(C)c(-c3ccccc3)c2n1	2	107	-7%	7	99	92	-2	107	-7%
Cc1nc2ccccn2c1C(=O)NC1CCCCC1	/	/	0%	-1	88	90	/	/	-2%
CC(C)OCCCNC(=O)c1ccc(NC(=O)C2CCCO2)cc1 (stereo unspecified)	-30	133	4%	/	/	/	30	133	-2%
COc1ccc(C(C(=O)NC2CCCC2)N(C(=O)c2ccoc2C)c2cc(C)cc(C)c2)cc1 (stereo unspecified)	-9	81	0%	/	/	/	9	81	-16%
COc1ccc(C(=O)NCC(=O)Nc2ccc(F)cc2)cc1OC	2	202	-2%	5	94	89	-2	202	-30%
COc1ccc(OC)c(CNC(=O)C2CCCN(c3nc4ccccc4o3)C2)c1 (stereo unspecified)	-1	112	-4%	/	/	/	1	112	4%
COc1ccc(-c2cc3ccccc3n2CC(O)CNC(CO)(CO)CO)cc1 (stereo unspecified)	8	123	-1%	21	99	78	-8	123	-62%
NC(=O)CSc1nnc(-c2cc(-c3cccs3)nc3ccccc23)o1	2	157	-12%	/	/	/	-2	157	4%
COc1ccc(OC)c(NC(=S)NN2CCOCC2)c1	-8	140	-2%	/	/	/	8	140	15%
CS(=O)(=O)N1CCC(C(=O)Nc2c(F)cccc2F)CC1	-1	171	-4%	11	94	84	1	171	17%
Cc1cc(Cl)c(S(=O)(=O)NC2CCCC2)cc1OCC(=O)NC1CCCCC1	/	/	14%	-7	96	103	/	/	9%
O=C(Cn1c(=O)[nH]n(-c2ccccc2)c1=O)N1CCCc2ccccc21	-7	162	-2%	7	100	94	7	162	-52%
CCOC(=O)c1c(NC(=O)CSc2nc3ccccc3s2)sc(C)c1C	-22	106	-10%	/	/	/	22	106	-8%
O=c1c(Cc2ccc(Cl)cc2)c(O)ccn1Cc1cccc(Cl)c1	7	108	1%	/	/	/	-7	108	9%
CCOC(=O)CCNC(=O)c1ccccc1Br	/	/	5%	4	93	89	/	/	15%
CSc1nnc(NC(=O)C2CCCCC2)s1	/	/	0%	10	108	98	/	/	-12%
Cn1nc(CC(=O)Nc2ccc3c(c2)CCC3)c2ccccc2c1=O	/	/	0%	5	81	76	/	/	14%
O=S1CCCSC1c1cccnc1 (stereo unspecified)	-22	128	-8%	12	94	82	22	128	17%
CC(=O)Nc1cc2nn(-c3ccccc3)nc2cc1Cl	4	155	-9%	/	/	/	-4	155	15%
Cc1ccc(S(=O)(=O)N/N=C/c2c(C)nn(-c3ccccc3)c2C)cc1	2	127	4%	/	/	/	-2	127	-19%
CCOC(=O)c1c(CN(C)C)n(C)c2ccc(OC(C)=O)cc12	9	111	-2%	9	85	76	-9	111	-18%
COc1ccc(NC(=O)c2cccnc2)c(OC)c1	1	91	-11%	-18	85	103	-1	91	3%
Cc1cc2ncc(-c3ncc(C(F)(F)F)cc3Cl)cn2n1	-6	103	2%	/	/	/	6	103	4%
O=C(O)C1CCCN1C(=O)c1cncc(Br)c1 (stereo unspecified)	-8	84	-7%	1	107	107	8	84	5%
S=c1[nH]nc(-c2ccco2)n1/N=C/c1ccc(Br)s1	-2	134	-7%	/	/	/	2	134	-16%
Cc1ccsc1C(=O)NC(C)c1ccc2c(c1)OCO2 (stereo unspecified)	1	162	/	4	102	99	-1	162	/
CCOC(=O)C(NS(=O)(=O)c1ccccc1)(C(F)(F)F)P(=O)(OC(C)C)OC(C)C (stereo unspecified)	-13	188	-4%	/	/	/	13	188	-23%
Cc1ccccc1-c1noc(-c2ccccc2C(=O)N2CCCC2)n1	-6	130	0%	11	80	69	6	130	-50%
O=C(Nc1scc(-c2ccc(F)cc2)c1C(=O)O)c1ccco1	1	100	12%	1	88	87	-1	100	-8%
COCCn1c(C)cc(C2=NNC(=Nc3ccccc3F)SC2)c1C	-4	163	-50%	9	100	91	5	163	-65%
C=CCn1c(-c2ccc(Cl)cc2)ccc(C#N)c1=O	-5	155	0%	/	/	/	5	155	2%
CCOC(=O)/C(O)=C/c1ncc(C(F)(F)F)cc1Cl	2	110	-1%	/	/	/	-2	110	-65%
CCC(c1nc2ccccc2c(=O)n1CCN1CCOCC1)N1C(=O)c2ccccc2C1=O (stereo unspecified)	0	140	-7%	9	92	84	0	140	-74%
COc1ccc(C(=O)N(Cc2ccc(N(C)C)cc2)C2CCS(=O)(=O)C2)cc1 (stereo unspecified)	6	109	-3%	-16	80	96	-6	109	-17%
O=C(Nc1ccc(C(F)(F)F)cc1)c1cccnc1N1CCOCC1	-11	92	5%	-24	39	63	11	92	-3%
O=c1[nH]c(NCCO)nc2ncn(Cc3ccccc3)c12	-1	176	-4%	-8	83	91	1	176	9%
NC(=O)C1CCN(Cc2nc3cc(Cl)ccc3c(=O)[nH]2)CC1	4	185	-88%	/	/	/	-4	185	-101%
Cc1ccc(F)cc1NC(=O)c1cccc(N(C)C)c1	2	93	-1%	12	92	81	-2	93	-9%
CC1=Nc2ccccc2/C1=C/c1sc(=N)n(-c2nccs2)c1O	/	/	-363%	-2	3	5	/	/	-8%
CCc1cccc(NC(=O)Cc2cn(C)c3ccccc23)c1	/	/	-10%	4	89	86	/	/	9%
CCOc1cc(/C=N/n2cnnc2)cc(Br)c1O	1	102	-20%	4	91	87	-1	102	18%
Cc1oc(=O)c(NC(=O)c2ccccc2)cc1C(=O)c1ccccc1	-2	149	-5%	/	/	/	2	149	4%
O=C(Nc1cccnc1N1CCOCC1)c1ccco1	6	171	-5%	6	93	87	-6	171	12%
Cc1ccc(Nc2ncnc3nc[nH]c23)cc1Cl	8	206	7%	4	89	85	-8	206	-36%
Cn1nc(-c2ccc(Cl)cc2)c2cc(C(=O)NCCN3CCOCC3)sc21	/	/	-12%	-16	45	60	/	/	-58%
COc1cc2c(=O)n(CC3CCCO3)c(=O)n(CC(=O)Nc3ccc(F)cc3F)c2cc1OC (stereo unspecified)	/	/	-5%	7	90	83	/	/	-33%
COC(=O)C1=C(C)N=c2s/c(=C3\C(=O)Nc4ccccc43)c(=O)n2C1c1ccccc1 (stereo unspecified)	-3	179	/	0	1	1	3	179	/
CCCNC(=O)N1CCN(C(=O)NCCC)CC1	-1	144	6%	-2	104	106	1	144	5%
Cc1cccc(N(C(=O)c2sc(C)nc2C)C(C(=O)NCc2ccco2)c2ccccc2)c1 (stereo unspecified)	-47	107	-3%	/	/	/	47*	107*	-50%
COc1ccc(C(=O)NC(=S)N2CCC(C)CC2)cc1	-4	163	10%	-23	60	83	4	163	-7%
COCCn1c(=O)[nH]c2cc(C(=O)NCc3ccccc3)ccc2c1=O	-12	165	-1%	9	94	85	12	165	8%
COc1cc(N2CCCC2)c(OC)cc1/C=C(/C#N)c1ccc(F)cc1	-28	140	/	10	86	76	28	140	/
Cc1nc(CS(=O)c2ccccc2)cc(N2CCOCC2)n1 (stereo unspecified)	3	202	8%	/	/	/	-3	202	4%
O=C(CCc1nc(-c2ccccc2)no1)NCc1cccnc1	-8	180	6%	9	90	81	8	180	-1%
c1ccc(Cc2nnc(Sc3ccccc3)c3ccccc23)cc1	5	137	-8%	/	/	/	-5	137	-10%
CCOC(=O)C1CCN(C(=O)CN(c2ccc(Cl)c(C(F)(F)F)c2)S(C)(=O)=O)CC1	0	133	-8%	-1	80	81	0	133	-40%
CCC(=O)N1CCc2cc(Br)cc(S(=O)(=O)CCC(=O)NCCOC)c21	9	146	-4%	/	/	/	-9	146	15%
COc1cccc(C(=O)N(CN2CCCC2=O)c2ccccc2OC)c1	6	149	2%	-5	83	89	-6	149	4%
Cc1cc(C)c(C)c(C(=O)CSc2nnc(C)c(=O)[nH]2)c1C	3	121	8%	/	/	/	-3	121	-41%
CCCC(CCC)C(=O)Nc1ccncc1	-1	175	0%	0	99	99	1	175	-8%
The list goes on.
SMILES	NFkB transloc inh	NFkB transloc inh cell count 2 µM	Bcl-B TR3 displacers	MRP reversal	MRP reversal cytotoxicity	MRP reversal with doxorubicin	IL1B NFkB pot	IL1B NFkB pot cell count 2 µM	PLAP inhibition
COc1ccc(CNC(=O)C(C#N)c2nc3ccccc3nc2N2CCN(C)CC2)cc1 (stereo unspecified)	-7	110	12%	-35	34	69	7	110	-36%
CCc1cccc(C)c1NC(=O)C(c1ccccc1)N1CCC1=O (stereo unspecified)	/	/	0%	/	/	/	/	/	-15%
Cc1cc(C)nc(N2CCC(C(=O)Nc3ccc4c(c3)CCC4)CC2)n1	-3	100	-2%	9	98	88	3	100	-1%
CCc1ccc(C(C(=O)NCc2ccc(OC)cc2)N(CCOC)C(=O)Cc2cccs2)cc1 (stereo unspecified)	-1	121	0%	/	/	/	1	121	5%
c1ccc2c(c1)OCC(c1csc3ncnc(N4CCCC4)c13)O2 (stereo unspecified)	-2	186	-8%	-8	68	76	2	186	-86%
O=C(NCCc1ccccc1)c1ccccc1NS(=O)(=O)N1CCCC1	-7	117	-8%	2	83	81	7	117	-24%
Cc1cc(/C=N/n2cnnc2)c(C)n1-c1ccccc1	1	157	10%	-14	72	86	-1	157	5%
CCOC(=O)c1cc(CC)sc1N	-6	176	2%	-6	84	90	5	176	-13%
c1ccc(OCCN2C3=NCCN3c3ccccc32)cc1	-1	134	4%	8	81	73	1	134	7%
CC(=O)NC1(c2cccc(F)c2)CCN(CC(=O)NC(C)C)CC1	-11	173	3%	-8	83	91	11	173	6%
COc1ccc(N(CC(=O)Nc2ccc3c(c2)OCCO3)S(C)(=O)=O)c(OC)c1	/	/	-6%	13	76	63	/	/	-5%
Cc1cc(OCC(=O)NCCCN2CCOCC2)cc(C)c1Cl	-34	148	/	/	/	/	35	148	/
O=C(NCCN1CCOCC1)c1cc2ccccc2o1	-19	135	-6%	-2	88	90	19	135	9%
COc1cc(NS(=O)(=O)c2ccc(F)cc2)c(OC)cc1NC(=O)C1CC1	/	/	-4%	-4	79	83	/	/	-11%
COc1ccc2nc(SCC(=O)NC(C)C)[nH]c2c1	-14	179	0%	10	91	80	15	179	16%
CCOc1ccc(S(=O)(=O)N(CC(=O)N/N=C/c2cccs2)c2ccc(C)cc2)cc1	-8	178	0%	/	/	/	8	178	-3%
COc1ccc(S(=O)(=O)N(CCc2ccccc2)CC(=O)N2CCOCC2)cc1	-9	84	-6%	/	/	/	9	84	-32%
CC(NC(=O)Cc1ccccc1)c1nc2ccccc2[nH]1 (stereo unspecified)	/	/	-8%	0	97	97	/	/	-16%
CC(C)c1ccc(/C=C/C(=O)Nc2nc3ccc([N+](=O)[O-])cc3s2)cc1	-8	165	-12%	/	/	/	8	165	30%
CCOc1ccc(OCc2ccc(C(=O)OCc3ccccn3)o2)cc1	/	/	6%	10	99	89	/	/	-58%
COC(=O)c1nc(NC(=O)c2ccccc2)n[nH]1	-2	128	-1%	-12	74	86	2	128	15%
CCOc1ccccc1-c1cc(-c2ccc(OC)cc2)nc2c1c(=O)n(C)c(=O)n2C	/	/	-4%	4	21	16	/	/	2%
CCCc1cc(=O)[nH]c(NCc2ccc(Cl)cc2)n1	0	11	0%	-3	100	103	0	11	-4%
CC(=O)Nc1nc2n(n1)C(c1ccc(Cl)cc1)C=C(C)N2 (stereo unspecified)	4	95	-2%	10	95	85	-4	95	-65%

Ordered by formula weight (largest number first): part of the list above.
SMILES	NFkB transloc inh	NFkB transloc inh cell count 2 µM	Bcl-B TR3 displacers	MRP reversal	MRP reversal cytotoxicity	MRP reversal with doxorubicin	IL1B NFkB pot	IL1B NFkB pot cell count 2 µM	PLAP inhibition
Cc1cc(Cl)c(S(=O)(=O)NC2CCCC2)cc1OCC(=O)NC1CCCCC1	/	/	14%	-7	96	103	/	/	9%
O=c1c(Cc2ccc(Cl)cc2)c(O)ccn1Cc1cccc(Cl)c1	7	108	1%	/	/	/	-7	108	9%
CSc1nnc(NC(=O)C2CCCCC2)s1	/	/	0%	10	108	98	/	/	-12%

These rows are one share of the data; count on the stated rates, not on these rows.
